Source: PubChem BioAssay
IL1B secr inh = blocks inflammasome-driven IL-1 beta release. 360,000 compounds, 4.7% hits. activity change, % at 57.5 µM. THP-1 LPS/ATP IL-1B secretion, AlphaLISA, 16 h; stronger effect = lower value. AID 743279; in the data active means activity change below about -50%; inconclusive means mostly about -30% to -49%; further: on the % scale 0 is the no-effect control and ±100 the full control effect
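THP-1 cells pretreated 1 hr with compounds (up to 57.5 uM final), then stimulated with LPS (250 ng/mL final) plus ATP (1.25 mM final); secreted IL-1B measured by AlphaLISA after 16 hr, decreased signal indicating inhibition.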
ATXN viability = viability counter-screen for ATXN expression inhibitors. S2 cells (HEK-293 line with an ATXN2-luciferase reporter) viability, CellTiter-Fluor protease fluorescence, 24 h. Potency, µM (highest dose often 56.7 µM), usual class: cytotoxic. 400,000 compounds, 0.49% hits. AID 651635; further: potency means the concentration at half of the fitted maximal effect; nearly all actives have a fitted effect of over 40% in size
HT1080 IDH1KD tx = toxicity to HT-1080 IDH1 knockdown cells (counter line); AID 686971; 360,000 compounds, 2% hits; HT-1080 IDH1 knockdown viability, ATP luminescence, 48 h; Potency, µM (top dose mostly 46.1 µM), for inactives: top-dose activity, negative = toxicity, hits mostly cytotoxic;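 further: potency means the concentration at half of the fitted maximal effect; 0% = DMSO wells and -100% = cell-free medium wells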
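CellTiter-Glo luminescence after 48 h compound exposure at 37 degrees C of IDH1-knockdown HT-1080 cells in 5% FBS RPMI. %Activity scaled between DMSO wells and cell-free media wells, with curves fitted and assigned curve classes.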
ATXN2 expr inh = reduces ATXN2 reporter expression in HEK-293 cells | 360,000 compounds, 0.72% hits | Potency, µM (doses to about 57 µM), for inactives: top-dose activity change, negative = inhibition, most hits filed as inhibitors | HEK-293 ATXN2-luciferase reporter, luminescence, 24 h; further: potency means the concentration at half of the fitted maximal effect; on the % scale 0 is the no-effect control and ±100 the full control effect; nearly all actives have a fitted effect of over 55% in size
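qHTS (up to 57 uM final) was run with 24 h compound exposure of reporter cells at 37 °C. Each well was multiplexed: SteadyGlo luminescence measured ATXN2-luciferase expression after a fluorogenic Gly-Phe-AFC viability readout (25 uM final).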
HepG2 tox = counter-screen for TGF-b inhibitors: cytotoxicity in HepG2 cells; HepG2 CAGA-GFP viability, ATP luminescence, 18 h; Potency, µM (doses to about 46.1 µM), for inactives: at the highest dose activity change, negative = cytotoxicity, hits mostly cytotoxic; 410,000 compounds, 0.76% hits; AID 588856; further: potency means the concentration at half of the fitted maximal effect; some results filed as inactive show a strong effect at the top dose
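CellTiter-Glo luminescence gave cytotoxicity after 18 hours at 37 degrees C. The cells were HepG2 CAGA-GFP in 1% FBS DMEM, stimulated with 500 pg/mL TGF-beta after compound addition. %Activity was normalised to no-cell wells (complete cell-killing) and DMSO (no toxicity), and curves were fitted and classified.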
KB-3-1 cytotox = kills parental KB-3-1 adenocarcinoma cells. KB-3-1 viability, CellTiter-Glo ATP luminescence, 72 h. Potency, µM (top dose mostly 46.1 µM), for the others: at the top dose activity change, negative = cytotoxic, actives largely listed as cytotoxic. 400,000 compounds, 1.4% hits; further: potency means the concentration at half of the fitted maximal effect; on the % scale 0 is the no-effect control and ±100 the full control effect; nearly all actives have a fitted effect of over 60% in size
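KB-3-1 parental drug-naive adenocarcinoma cells in DMEM/10% FBS, incubated 72 h at 37 C with pin-transferred compounds across a concentration series. Viability by CellTiter-Glo luminescence; concentration-response curves fitted after normalization.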
MCF10A rereplic = DNA re-replication induction in MCF 10a cells | Potency, µM (highest dose often 46.1 µM), for inactives: at the highest dose activity, positive = re-replication, actives largely listed as activators | MCF 10A DNA re-replication, Hoechst nuclear intensity, 48 h | 350,000 compounds, 2.9% hits | AID 624296; further: potency means the concentration at half of the fitted maximal effect; % of control where 0% means no effect; nearly all actives have a fitted effect of over 50% in size
SW480 rerep = induces DNA re-replication in SW480 colon adenocarcinoma cells. AID 624297. 340,000 compounds, 1.8% hits. SW480 DNA re-replication, Hoechst DNA content imaging, 48 h. Potency, µM (series often up to 46.1 µM), for the others: top-dose re-replication activation, actives largely listed as activators; further: potency means the concentration at half of the fitted maximal effect; % of control where 0% means no effect; nearly all actives have a fitted effect of over 55% in size
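SW480 cells exposed to compounds for 48 hr at 37 C, 5% CO2, then Hoechst-stained 40 min. Nuclear DNA content imaged by fluorescence scanning (405 nm excitation, 500-530 nm emission); re-replication scored as increased high-intensity nuclei.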
HT1080-NT tox = kills 2HG-producing HT-1080-NT fibrosarcoma cells | HT-1080-NT fibrosarcoma viability, CellTiter-Glo ATP luminescence, 48 h | Potency, µM (titrated, usually from 46.1 µM), for the others: top-dose activity, negative = less viability, hits mostly cytotoxic | 360,000 compounds, 1.6% hits | AID 686970;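 further: NT is the 2HG producing partner of a matched IDH1 knockdown line; potency means the concentration at half of the fitted maximal effect; 0% = DMSO-treated cells and -100% = media-only wells without cells; nearly all actives have a fitted effect of over 55% in size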
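Compounds were tested in concentration-response format on HT-1080-NT cells for 48 hours at 37 degrees C. Cell viability came from CellTiter-Glo luminescence; curves were classified by r2, response magnitude and activity.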
* marks the source's active call; other numbers are inactive results; i = inactive; ? = inconclusive; / = not tested or not shown; & = joins results of further samples; [ ] = dose if it differs, or a comment. Unless noted, the call rests on the fitted dose curve; in most records, active means well fitted curve in the direction sought with a large enough effect; inconclusive means small, poorly fitted or top-dose-only effect, or another doubt; inactive means no such curve, though single readings can be large; an effect the other way counts as inactive or inconclusive. Random draw from the library. About 8.9% of those tested had a hit in this group.

Sequence of screens – HepG2 tox, ATXN2 expr inh, MCF10A rereplic, IL1B secr inh, KB-3-1 cytotox, HT1080 IDH1KD tx, SW480 rerep, ATXN viability, HT1080-NT tox
> COC(=O)c1c(C)oc(C)c1S(=O)(=O)NC(c1ccccc1)c1ccccc1
 : -3%, -21%, ?, -9, ?, -8%, 4%, i, 0%
> Cc1cccc(NC(=O)CN2CCN(C(=O)C3CCCO3)CC2)c1C (stereo unspecified)
 : 1%, 13%, 8%, 9, -7%, 22%, -5%, i, 8%
> C#CCn1c2ccccc2c(=O)n1C(C)CBr (stereo unspecified)
 : /, 13%, /, 0, 15%, ?, /, i, 16%
> C[C@H]1CN([C@@H](C)CO)C(=O)c2cccc(NS(=O)(=O)c3ccc(F)cc3)c2O[C@H]1CN(C)S(=O)(=O)c1cn(C)cn1
 : -11%, 10%, -24%, 18, 0%, 9%, -1%, i, 11%
> COc1cc(C(C(=O)NCc2ccccc2)N(Cc2ccco2)C(=O)c2cnccn2)cc(OC)c1OC (stereo unspecified)
 : 2%, -12%, 0%, 7, 8%, 15%, -3%, i, 13%
> CCOC(=O)C1(C)NC(c2ccccc2F)C2C(=O)N(CC)C(=O)C21 (stereo unspecified)
 : -7%, -18%, -1%, 0, 8%, 9%, -3%, i, 9%
> Cc1ccc(S(=O)(=O)N2CCN(C(=O)COC(=O)CSc3ccc(C)c(C)c3)CC2)c(C)c1
 : 0%, 3%, 4%, -2, 4%, 7%, -85%[inhibitor], i, 19%
> C[C@@H]1CCC[C@H](C)N1Cc1nc(Cc2ccccc2Cl)no1
 : -24%, -16%, 3%, 23, 8%, 0%, -31%[inhibitor], i, 11%
> Cc1nc(S/C(=C/c2ccc(OCc3ccc(C(=O)O)cc3)cc2)C(=O)O)n[nH]1
 : -5%, 0%, 11%, 27, 14%, 7%, -1%, i, 22%
> COc1cccc(CN(C)CC(=O)Nc2cc3oc4ccccc4c3cc2OC)c1
 : -9%, -4%, 2%, 11, ?, 2%, 7%, i, 10%
> COc1ccccc1C(=O)NCCC(=O)OCC(=O)Nc1ccc(S(N)(=O)=O)cc1
 : 13%, 6%, 1%, 0, 15%, 4%, -14%, i, 2%
> CC(NC(=O)COc1cccnc1[N+](=O)[O-])c1ccc(F)cc1 (stereo unspecified)
 : 6%, 2%, -13%, 13, 1%, -16%, -18%, i, -12%
> Cc1cccc(SC2CCN(Cc3nc(CC4CC4)no3)CC2)c1
 : -1%, -7%, ?, -4, -3%, -17%, -3%, i, 0%
> CCOC(=O)C1CCN(C(=O)Cc2c(F)cccc2Cl)CC1
 : -14%, 0%, ?, 14, -9%, 0%, ?, i, 11%
> Clc1ccc(CN2CCSCC2)cc1Cl
 : -1%, -2%, 4%, 0, 17%, 6%, ?, i, -2%
> CC(=O)c1cn(CCOc2cc(C)ccc2C)c2ccccc12
 : -1%, -24%, -4%, 52, ?, 9.2µM*, 4%, i, ?
> COc1cccc(-c2nc(CS(=O)(=O)CC(=O)NCC(C)c3ccccc3)c(C)o2)c1 (stereo unspecified)
 : -7%, -20%, 8%, -11, ?, -19%, ?, i, -15%
> COCCC(=O)Nc1ccc2c(c1)CN(C(=O)CCOC)CC2
 : 2%, 4%, 11%, 5, 0%, 18%, ?, i, 22%
> Cc1nnc(NC(=O)C2CC(=O)N(Cc3ccccc3)C2)s1 (stereo unspecified)
 : 12%, 1%, 8%, -6, 14%, 5%, -1%, i, ?
> CCOC(=O)N1CCN(Cc2nc3cc(NC(=O)C(C)C)ccc3n2CC)CC1
 : -10%, -5%, -10%, 9, 1%, -4%, 1%, i, -1%
> Nc1ccc(S(=O)(=O)c2ccc(N)cc2)cc1
 : 5%, 3%&7%, 9%, -21, 0%, 2%, -9%, i, -12%
> COc1ccc(C(=O)NCCn2cc(SCc3ccc(C(F)(F)F)cc3)c3ccccc32)cc1OC
 : -16%, -24%, /, /, -17%, /, /, i, /
> CCn1cnc2c1c(=O)n(Cc1ccc(C(=O)OC)cc1)c(=O)n2Cc1ccccc1
 : 12%, -2%, 7%, 23, 11%, -15%, 4%, i, 0%
> Cc1ccccc1CNC(=O)c1ccc2nc(SCc3ccc(F)cc3)n(C)c2c1
 : -11%, -4%, /, /, 3%, /, /, i, /
> CCCOc1ccc(C(=O)NNC(=O)c2cccc(S(=O)(=O)N3CCN(C(C)=O)CC3)c2)cc1OC
 : 12%, -4%, 4%, -3, -7%, 2%, -15%, i, 3%
> COc1ccc(N2CCN(C(c3cc4cc(C)ccc4[nH]c3=O)c3nnnn3Cc3ccccc3)CC2)cc1 (stereo unspecified)
 : -21%, 8%, 8%, ?, ?, -12%, 21%, i, -8%
> COc1ccc(S(=O)(=O)N2CCCCC2)cc1NC(=O)CCNC(=O)c1ccc(Cl)cc1
 : 8%, -27%, 0%, -2, 13%, 1%, -3%, ?, -1%
> COc1ccc2sc(N(CCCN(C)C)C(=O)c3ccc(S(=O)(=O)N4CCCc5ccccc54)cc3)nc2c1
 : 11µM*, ?, ?, -83*, -27%, -24%, ?, /, -10%
> COc1cc2nc(CN(CCC(C)C)Cc3nc4cc(OC)c(OC)cc4c(=O)[nH]3)[nH]c(=O)c2cc1OC
 : -6%, -1%, 7%, -18, -15%, 1%, 4%, i, -5%
> CSc1nccc(NC(=O)c2cccc(Br)c2)n1
 : -15%, -20%, 1%, ?, ?, -10%, 0%, i, -22%
> O=C(CN(CC1CCCO1)C(=O)CCC(=O)Nc1ccccn1)NCc1ccccc1 (stereo unspecified)
 : 3%, -3%, 18%, ?, 10%, 14%, -1%, i, 11%
> CN(Cc1ccccc1)c1oc(COc2ccccc2F)nc1C#N
 : -5%, 11%, 7%, -23, 18%, 7%, 7%, i, -10%
> COc1ccc(S(=O)(=O)N(C)C)cc1NCC(=O)Nc1cccc2ccccc12
 : 17%, -1%, 9%, -2, -1%, -15%, 19%, i, -8%
> Cc1ccc(C(=O)Nc2ccon2)cc1S(=O)(=O)N1CCOCC1
 : -3%, -8%, 0%, 26, 3%, 4%, -7%, i, 9%[9.24 µM]
> C=CCc1cccc2cc(C(=O)Nc3ccccc3C(=O)O)c(=O)oc12
 : -2%, -10%, ?, 8, -19%, 1%, 18%, i, -4%
> Cc1ccccc1OCCn1c(C)nc2ccccc21
 : -10%, -29%, ?, -26, ?, ?, -5%, i, -18%
> Cc1cc(C)cc(OCc2ccc(C(=O)O)o2)c1
 : 0%, 13%, -1%, 2, -4%, 6%, 0%, i, 3%
> CCOc1cc(C(=O)Nc2ccccc2N2CCOCC2)ccc1OCC(=O)N1CCOCC1
 : -3%, -2%, -5%, -7, 7%, 10%, -7%, i, 2%
> CCN(CC)CC(=O)Nc1c(C)cc(C(C)(C)C)cc1C
 : 10%, 9%, -6%, -5, 4%, -6%, -1%, i, 2%
> O=c1oc(-c2ccc(O)c(O)c2)cc2cccc(O)c12
 : -27%, 22%, 7.3µM*, 16, -1%, -16%, 16µM*, i, -14%
> COc1cc2nc(C3CCC3)n(NC(=O)C3CCC3)c(=O)c2cc1OC
 : -4%, 11%, -4%, -25, 4%, 10%, -3%, ?, 12%
> O=C(c1ccc2c(c1)OCCO2)C1CCN(S(=O)(=O)c2ccccc2F)CC1
 : -28%, -16%, 1%, 10, -1%, ?, 0%, i, -9%
> O=c1[nH]c(NCCO)nc2ncn(Cc3ccccc3)c12
 : 2%, -23%, -1%, 5, -1%, 9%, -4%, i, 19%
> COc1cc(C(=O)ON=C2C=C(C)C(=O)C(C)=C2)cc(OC)c1OC
 : -6%, 29%, ?, -20, 8%, -9%, ?, i, -6%
> CCc1c(N)nc(N)nc1Nc1ccccc1Cl
 : -5%, -8%, 5%, 18, -22%, -18%, 24%, i, ?

Reformatted bar-delimited: part of the list above.
SMILES | HepG2 tox | ATXN2 expr inh | MCF10A rereplic | IL1B secr inh | KB-3-1 cytotox | HT1080 IDH1KD tx | SW480 rerep | ATXN viability | HT1080-NT tox
CCN(CC)CC(=O)Nc1c(C)cc(C(C)(C)C)cc1C | 10% | 9% | -6% | -5 | 4% | -6% | -1% | i | 2%
O=c1oc(-c2ccc(O)c(O)c2)cc2cccc(O)c12 | -27% | 22% | 7.3µM* | 16 | -1% | -16% | 16µM* | i | -14%
COc1cc2nc(C3CCC3)n(NC(=O)C3CCC3)c(=O)c2cc1OC | -4% | 11% | -4% | -25 | 4% | 10% | -3% | ? | 12%
O=C(c1ccc2c(c1)OCCO2)C1CCN(S(=O)(=O)c2ccccc2F)CC1 | -28% | -16% | 1% | 10 | -1% | ? | 0% | i | -9%
O=c1[nH]c(NCCO)nc2ncn(Cc3ccccc3)c12 | 2% | -23% | -1% | 5 | -1% | 9% | -4% | i | 19%
COc1cc(C(=O)ON=C2C=C(C)C(=O)C(C)=C2)cc(OC)c1OC | -6% | 29% | ? | -20 | 8% | -9% | ? | i | -6%
CCc1c(N)nc(N)nc1Nc1ccccc1Cl | -5% | -8% | 5% | 18 | -22% | -18% | 24% | i | ?
